M1AAP inhibition: P. falciparum M1AAP inhibitors, biochemical, fluorogenic H-Leu-NHMec substrate, 1536-well (AID 1445). Aminopeptidase N (Plasmodium falciparum (isolate 3D7)). recombinant M1AAP, H-Leu-NHMec fluorogenic kinetic assay; higher % means a stronger effect. inhibition, % at 30 µM; hits with a dose series show IC50 in µM. hit rate 0.42% among 220,000;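 active means primary inhibition above the hit cutoff, then over 50% inhibition at one or more dose response concentrations, cut at about 23% in these data, passing the limit was not always enough; inconclusive means conflicting primary data, or primary hits not chosen for dose response; inactive means low primary inhibition, or under 50% at every dose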;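 further: plate controls were DMSO full reaction for no effect and no enzyme background for full effect; strong numbers were not always called active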
LYP inhibition: inhibitors of LYP phosphatase, biochemical, fluorescence intensity, uHTS (AID 1779). inhibition, % at 11.5 µM; hits with a dose series show IC50 in µM. hit rate 0.054% among 290,000. recombinant LYP phosphatase, fluorescence intensity; higher % means a stronger effect. Tyrosine-protein phosphatase non-receptor type 22 (Homo sapiens);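 further: plate controls were vehicle with enzyme for no effect and no enzyme for full effect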
XIAP displacement: XIAP antagonists, biochemical, IAP family, fluorescence polarization (AID 1018). E3 ubiquitin-protein ligase XIAP (Homo sapiens). XIAP BIR domain, fluorescence polarization peptide displacement; higher % means a stronger effect. one-dose displacement, % at 20 µM; IC50 in µM for titrated hits. hit rate 0.007% among 200,000; in the data active means displacement above about 50%; further: a part of the inactive calls stands beside numbers as strong as those of hits
Dynein cargo inh: inhibitors of GR-EGFP nuclear translocation, primary screen, dynein cargo transport inhibitor project, imaging, high-content, 3617.4 mouse cells | hit rate 0.47% among 220,000 | z-score, hits read low | test concentration mostly 20 µM; stimulated with dexamethasone, 1 µM; active compounds read low;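 active means plate z-score of nuclear minus cytoplasmic receptor signal below a set negative limit, without overly bright fluorescence or cell loss, cut at about -3.5 in these data, passing the limit was not always enough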;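 further: z-score of nuclear minus cytoplasmic ring GR-EGFP intensity difference per well; some compounds called inactive have numbers as strong as hits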
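Medium: Induction medium lacking tetracycline, stripped serum | Probe or stimulus: 1.0 µM final dexamethasone stimulus | Schedule: 48 h induction, then 1 h compound, then 30 min agonist, 37 °C | Signal: Automated 10x imaging of fixed Hoechst-stained cells | Evaluation: Per-cell GR-EGFP intensity, nucleus versus surrounding cytoplasmic ring, well-averaged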
PMI inhibition: human PMI inhibitors, high substrate, primary screen, biochemical, fluorescence intensity, high mannose 6-phosphate (AID 1220) | Mannose-6-phosphate isomerase (Homo sapiens) | recombinant PMI enzyme, coupled fluorescence intensity; higher % means a stronger effect | inhibition, % at 20 µM, or IC50 in µM where a hit was titrated | hit rate 0.66% among 190,000
PMI inhibitors: inhibitors of human PMI, primary screen, biochemical, fluorescence intensity, coupled assay (AID 1209); purified PMI enzyme, coupled fluorescence intensity; higher % means a stronger effect; one-dose inhibition, % at 20 µM; IC50 in µM for titrated hits; Mannose-6-phosphate isomerase (Homo sapiens); hit rate 0.42% among 190,000;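 further: plate controls were DMSO vehicle for no effect and wells lacking substrate for full effect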
AID2073: inhibitors of Mint1-CaV2.2 protein interaction, biochemical, HTRF (AID 2073); HTRF protein-protein interaction, Mint1-CaV2.2; higher % means a stronger effect; inhibition, % at 20 µM, or IC50 in µM where a hit was titrated; hit rate 0.19% among 290,000; in the data active means inhibition mostly above about 51%, no sharp cut-off; inconclusive means no clear call, values can overlap the other calls; inactive means mostly below about 53%; further: some results filed as inactive read as strong as hits
Siah-1 displacement: Siah-1 peptide-binding antagonists, primary screen, biochemical, fluorescence polarization, rhodamine-plectin, uHTS (AID 1817); E3 ubiquitin-protein ligase SIAH1 (Homo sapiens); Siah-1 / rhodamine-plectin peptide fluorescence polarization; higher % means a stronger effect; displacement, % at 20 µM; hits with a dose series show IC50 in µM; hit rate 0.02% among 290,000;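 active means displacement of at least 50% at 20 µM, with a fluorescence ratio check between 0.3 and a set limit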;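 further: plate controls were Siah plus tracer with DMSO for no effect and tracer alone without Siah for full effect; strong numbers were not always called active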
M17LAP inhibition: P. falciparum M17LAP inhibitors, primary screen, biochemical, fluorogenic H-Leu-NHMec substrate, 1536-well (AID 1619); recombinant M17LAP, H-Leu-NHMec fluorogenic kinetic assay; higher % means a stronger effect; hit rate 0.38% among 220,000; inhibition, % at 30 µM; hits with a dose series show IC50 in µM; Leucine aminopeptidase (Plasmodium falciparum (isolate 3D7));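 active means compound inhibiting the enzyme by more than half at any dose during confirmatory dose-response retesting; inconclusive means strong single-dose inhibitors picked by rank but not retested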;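 further: plate controls were full reaction with DMSO carrier for no effect and no enzyme background for full effect; strong numbers were not always called active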
Dynein cargo inh cytoplasmic EGFP: also measured in Dynein cargo inh; calls as there; z-score; measured here: cytoplasmic GR-EGFP intensity; active compounds read high
Dynein cargo inh nuclear GR-EGFP: further read-out of Dynein cargo inh, marked with its call; z-score; measured here: nuclear GR-EGFP intensity;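 lower value marks the stronger effect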
Dynein cargo inh cell count: further read-out of Dynein cargo inh, marked with its call; z-score; measured here: cell count per field
Numbers without * were called inactive; u = inconclusive; x = not tested or not shown. Unless noted, no stated cut-off is given here; in the data, active means inhibition above about 50%; inactive means the rest.

SMILES	M1AAP inhibition	LYP inhibition	XIAP displacement	Dynein cargo inh	Dynein cargo inh cytoplasmic EGFP	Dynein cargo inh nuclear GR-EGFP	Dynein cargo inh cell count	PMI inhibition	PMI inhibitors	AID2073	Siah-1 displacement	M17LAP inhibition
O=S1(=O)C=C(Oc2ccc(F)cc2)c2ccccc21	3%	2%	-0.9%	-0.22	-0.27	0.0061	-0.17	0%	7%	16%	-3%	-17%
COc1cc(C(=O)COC(=O)Cc2cnc3sccn23)cc(OC)c1OC	0%	-2%	-3.7%	0.22	0.7	1.1	-1.5	-2%	-6%	-6%	-3%	18%
O=C(O)c1ccc(/C=N/N2CCN(C3c4ccccc4-c4ccccc43)CC2)cc1	7%	4%	x	0.48	-0.25	0.82	-0.25	x	x	-16%	-4%	7%
Cc1ccc(C(=O)CSc2nnc(-c3ccco3)n2C)cc1	1%	-1%	-0.9%	-0.28	-0.074	-0.65	0.84	-4%	-4%	6%	0%	1%
O=C(CC1CS(=O)(=O)CC1CC(=O)Nc1ccc2c(c1)OCCO2)Nc1ccc2c(c1)OCCO2 (stereo unspecified)	1%	-5%	-7.6%	0.32	0.054	0.24	0.4	19%	13%	15%	-6%	21%
Cc1cc(C)n2nc(-c3sccc3-n3c(C)ccc3C)cc2n1	6%	-6%	-1.1%	-0.53	-0.16	-0.41	0.14	8%	0%	4%	0%	12%
COc1ccc2[nH]c(=O)c(CN(C(=O)c3ccncc3)C(C)(C)C)cc2c1	11%	0%	-3.9%	0.16	0.0052	0.14	-0.25	7%	0%	2%	1%	4%
O=C(NC1CCCCC1)C1CCN(c2nccs2)CC1	10%	-9%	-6.7%	-0.82	-0.42	-0.22	0.42	3%	7%	-12%	-2%	1%
O=C(c1ccccc1)c1nnc(-c2ccncc2)o1	9%	-8%	-3.5%	-0.058	-0.22	0.25	-0.17	-17%	-4%	8%	1%	1%
O=C(NNC(=O)C1C2CCC(C2)C1C(=O)O)c1ccc(Br)o1 (stereo unspecified)	2%	-1%	1.4%	0.56	-0.22	0.37	-0.24	-6%	-7%	-12%	4%	6%
CCC(=O)Nc1cccc(C(=O)/C=C/c2ccc(F)cc2)c1	5%	-6%	-2.4%	-4.8*	1.5*	-2.6*	-0.027*	10%	12%	-10%	-4%	-2%
O=C(CCl)Nc1ccc(Oc2cnc3ccccc3n2)cc1	0%	-6%	-2.7%	-0.81	-0.11	0.26	-0.12	2%	2%	0%	5%	6%
C/C(=N\NC(=O)c1csc(C)c1C)c1ccc(C)s1	0%	-2%	-4.4%	-0.43	-0.31	-0.51	0.52	-8%	-8%	-3%	6%	-5%
CN1CCN(C(=O)c2cccc(COc3cc(Cl)ccc3Cl)c2)CC1	-3%	-2%	-2.6%	-0.23	-0.23	0.21	0.47	3%	-11%	-1%	-3%	0%
CN(Cc1cccs1)C(=O)COc1cccc(-n2cnnn2)c1	2%	-5%	-16%	-0.37	-0.19	-0.12	-0.24	12%	12%	-2%	0%	-4%
CC1(C)OC(=O)C(=NNc2ccc(C(=O)O)cc2)C(=O)O1	6%	-3%	x	-0.91	-0.26	-0.18	1.7	x	x	11%	-1%	27%
O=C(Nc1ccccc1Cl)c1cccc(COc2cc(Cl)ccc2Cl)c1	5%	-4%	-5.9%	1.6	-0.16	1.5	-0.71	-4%	2%	2%	-1%	0%
O=c1ccc(S(=O)(=O)N2CCC(Cc3ccccc3)CC2)c[nH]1	3%	-5%	-4.5%	0.92	-0.24	1.2	-0.41	1%	5%	-3%	0%	-1%
O=C(O)c1c(-n2cccc2)sc2c1CCCC2	5%	-10%	-12%	-1.1	-0.2	-0.82	0.95	10%	3%	-6%	-5%	9%
Cc1cc(C(=O)N/N=C2\CC(=O)CC(C)(C)C2)c(C)n1-c1ccccc1	9%	-3%	1.7%	2.7	-0.14	2.1	-2	41%	6%	1%	2%	28%
C=CCc1cccc2cc(C(=O)N(C)C)c(=O)oc12	0%	-6%	-4.7%	-0.016	-0.07	-0.17	0.35	-2%	4%	-2%	-3%	-39%
Cc1ccc(C2Nc3ccccc3C(=O)N2Cc2ccco2)cc1 (stereo unspecified)	13%	-2%	-1.3%	1.3	-0.14	0.76	-1.4	-1%	1%	11%	-3%	-9%
Cc1nnc(SCCn2c(N(C)Cc3ccccc3)nc3c2c(=O)[nH]c(=O)n3C)s1	10%	-7%	-2.0%	2.4	-0.09	1.9	-1.1	5%	-1%	-3%	1%	7%
Cc1cc(NC(=O)CCc2ccc(C)o2)no1	-9%	2%	-4.8%	1	-0.19	1	-1.3	-3%	1%	13%	2%	5%
CN(C)c1ccc(O)c2c1CC1CC3[C@@H](N(C)C)C(=O)C(C(N)=O)=C(O)[C@]3(O)C(=O)C1=C2O (stereo partly specified)	3%	5%	-11%	0.33	-0.3	0.36	0.76	-8%	-36%	22%	52%	25%

4 compounds already listed, sorted by SMILES length, low to high:
SMILES	M1AAP inhibition	LYP inhibition	XIAP displacement	Dynein cargo inh	Dynein cargo inh cytoplasmic EGFP	Dynein cargo inh nuclear GR-EGFP	Dynein cargo inh cell count	PMI inhibition	PMI inhibitors	AID2073	Siah-1 displacement	M17LAP inhibition
Cc1cc(NC(=O)CCc2ccc(C)o2)no1	-9%	2%	-4.8%	1	-0.19	1	-1.3	-3%	1%	13%	2%	5%
O=S1(=O)C=C(Oc2ccc(F)cc2)c2ccccc21	3%	2%	-0.9%	-0.22	-0.27	0.0061	-0.17	0%	7%	16%	-3%	-17%
CN(Cc1cccs1)C(=O)COc1cccc(-n2cnnn2)c1	2%	-5%	-16%	-0.37	-0.19	-0.12	-0.24	12%	12%	-2%	0%	-4%
O=c1ccc(S(=O)(=O)N2CCC(Cc3ccccc3)CC2)c[nH]1	3%	-5%	-4.5%	0.92	-0.24	1.2	-0.41	1%	5%	-3%	0%	-1%

Random excerpt: 3 entries already listed
SMILES	M1AAP inhibition	LYP inhibition	XIAP displacement	Dynein cargo inh	Dynein cargo inh cytoplasmic EGFP	Dynein cargo inh nuclear GR-EGFP	Dynein cargo inh cell count	PMI inhibition	PMI inhibitors	AID2073	Siah-1 displacement	M17LAP inhibition
C/C(=N\NC(=O)c1csc(C)c1C)c1ccc(C)s1	0%	-2%	-4.4%	-0.43	-0.31	-0.51	0.52	-8%	-8%	-3%	6%	-5%
O=C(Nc1ccccc1Cl)c1cccc(COc2cc(Cl)ccc2Cl)c1	5%	-4%	-5.9%	1.6	-0.16	1.5	-0.71	-4%	2%	2%	-1%	0%
O=S1(=O)C=C(Oc2ccc(F)cc2)c2ccccc21	3%	2%	-0.9%	-0.22	-0.27	0.0061	-0.17	0%	7%	16%	-3%	-17%

Continued.
SMILES	M1AAP inhibition	LYP inhibition	XIAP displacement	Dynein cargo inh	Dynein cargo inh cytoplasmic EGFP	Dynein cargo inh nuclear GR-EGFP	Dynein cargo inh cell count	PMI inhibition	PMI inhibitors	AID2073	Siah-1 displacement	M17LAP inhibition
Cc1onc(-c2c(F)cccc2Cl)c1C(=O)NCCO	14%	-5%	-4.8%	-0.61	-0.36	-0.32	0.51	-4%	-1%	u	8%	3%
CCOC(=O)c1sc(NC(=O)CCN2CCOCC2)c(C(=O)OCC)c1C	0%	-5%	-3.2%	0.35	-0.33	0.19	0.11	0%	1%	13%	5%	-10%
Clc1ccc(COn2c(-c3ccc(Cl)cc3)nc3ccccc32)cc1	9%	1%	-19%	-0.15	0.62	-0.11	0.38	5%	9%	11%	2%	2%
CS(=O)(=O)Nn1cnc2ccccc2c1=O	0%	-8%	-2.0%	-0.47	-0.24	-0.041	-0.27	-5%	-2%	24%	9%	3%
Fc1ccc(Oc2nnnn2-c2ccccc2)cc1	-4%	-8%	-7.3%	-0.73	-0.32	0.24	0.95	14%	10%	-2%	4%	-2%
CC1(CCc2ccccc2)NC(=O)N(CC(=O)Nc2ccc(S(N)(=O)=O)cc2)C1=O (stereo unspecified)	1%	-7%	-10%	-0.032	-0.29	0.69	-0.71	9%	14%	4%	-8%	2%
O=C(NCc1ccc(F)cc1)c1c(O)c2cccc3c2n(c1=O)CCC3	-8%	-4%	-9.2%	-0.2	-0.14	0.11	0.16	-12%	-17%	24%	0%	-4%
COc1ccc2ccc(Oc3ncccn3)cc2c1	8%	-4%	-7.5%	2.6	-0.22	1.2	-0.32	3%	8%	-2%	1%	5%
Nc1ccccc1Nc1cc(-c2ccccc2)nn1-c1cccc(Cl)c1	10%	8%	-4.9%	-0.85	-0.25	-0.26	0.42	9%	19%	-32%	3%	1%
CCCC(=O)C1=C(O)C(C(=O)OC)C(C)(C)CC1=Nc1ccc(N)cc1 (stereo unspecified)	2%	-8%	-6.5%	-0.61	0.45	0.67	0.53	-1%	-1%	0%	1%	1%
COCCN(C(=S)Nc1cccc(C)c1C)C(C)c1ccco1 (stereo unspecified)	1%	-5%	-4.7%	0.4	-0.24	0.89	-0.22	-16%	-12%	u	-1%	-4%
O=C(CN1CCCc2ccccc21)N/N=C/c1ccc(F)cc1F	6%	-4%	x	0.15	-0.22	1	-0.45	x	x	2%	15%	4%
CC1CN(C(=O)c2cccc(S(=O)(=O)N3CCOCC3)c2)CC(C)O1 (stereo unspecified)	-1%	-4%	-2.8%	0.11	-0.15	0.63	0.59	11%	5%	4%	-2%	4%
O=C(O)Cc1csc(Nc2cccc(Cl)c2)n1	2%	-3%	-3.0%	0.72	-0.16	0.5	-0.75	7%	14%	1%	-4%	12%
O=C(C1CC1)N1CCc2sccc2C1c1ccc(Cl)cc1 (stereo unspecified)	0%	-5%	x	0.06	-0.21	-0.095	-0.25	x	x	-2%	8%	1%
CCCc1cc(C(=O)Nc2nnc(C)s2)cs1	3%	4%	0.2%	0.13	-0.22	0.86	0.3	3%	9%	5%	-1%	11%
